# Growth percent in the NCI-60 one-dose screen (48 h, 10 µM unless noted): 100 = growth as untreated, 0 = no growth, -100 = all killed.
# SK-OV-3 – SK-OV-3 ovarian cancer cells; AID 1794785; 3.2% of 80,000 active
# IGROV1 – IGROV1 ovarian cancer. 4.7% of 79,000 active. AID 1794786
# UO-31 – UO-31 renal cancer | 5.2% of 81,000 active | AID 1794768
# 786-0 – 786-0 renal cancer cells. AID 1794775. 5.1% of 81,000 active
# SN12C – SN12C renal cancer cells | 3.8% of 81,000 active
# OVCAR-5 – OVCAR-5 ovarian cancer | 2.9% of 82,000 active | AID 1794783
# OVCAR-4 – OVCAR-4 ovarian cancer cells; 3.7% of 80,000 active; AID 1794784
# TK-10 – TK-10 renal cancer cells; 3.9% of 81,000 active; AID 1794769
# An asterisk follows results filed as active; x = not tested or not shown; & = joins results of further samples; [ ] = dose if it differs, or a comment. Rule for the calls: active = growth percent below 10; inactive = the rest. Compounds as they come; any-hit rate near 8.7%.
smiles	SN12C	OVCAR-5	UO-31	IGROV1	TK-10	786-0	OVCAR-4	SK-OV-3
Oc1cccc2ccc(-c3n[nH]c(=S)n3-c3ccccc3)nc12	97	104	84	91	107	98	100	111
COc1ccc2[nH]cc(-c3nc(-c4cn(C)c5c(Cl)nccc45)cs3)c2c1	63	97	37	71	71	16	69	60
O=C(NC(Cc1nnc2n(Cc3ccccc3)c(=O)c3c4c(sc3n12)CCCC4)c1ccccc1)c1ccccc1 (stereo not given)	119	87	65	55	119	81	103	110
CCOC(=O)c1c2c(n(-c3ccc([N+](=O)[O-])cc3)c1-c1ccccc1)C=CCC2	89	94	61	82	94	86	87	89
Cc1cc(=O)[nH]c(NN=C2CCCC2)n1	104	99	91	107	122	102	114	103
NS(=O)(=O)c1ccc(CCN2C(=O)c3ccc4c5c(ccc(c35)C2=O)C(=O)N(CCc2ccc(S(N)(=O)=O)cc2)C4=O)cc1	106	103	87	105	94	95	99	103
O=C1CC2c3cc(-c4cc5ccccc5o4)ccc3CCN2C(=O)N1c1ccccc1 (stereo not given)	89	98	59	85	78	93	85	80
CC(=O)N[C@H](C(=O)N[C@H](Cc1ccccc1)C(=O)N[C@H](CS)C(=O)N[C@H](CCCN=C(N)N)C(=O)N[C@H](CCCN=C(N)N)C(=O)N[C@H](CCCN=C(N)N)C(=O)N[C@H](CCCN=C(N)N)C(=O)N[C@H](CCCN=C(N)N)C(=O)N[C@H](CCCN=C(N)N)C(N)=O)[C@@H](C)O	107	99	102	111	103	x	99	121

# Single values from the list:
# Oc1cccc2ccc(-c3n[nH]c(=S)n3-c3ccccc3)nc12 | SN12C: 97
# CCOC(=O)c1c2c(n(-c3ccc([N+](=O)[O-])cc3)c1-c1ccccc1)C=CCC2 | UO-31: 61
# NS(=O)(=O)c1ccc(CCN2C(=O)c3ccc4c5c(ccc(c35)C2=O)C(=O)N(CCc2ccc(S(N)(=O)=O)cc2)C4=O)cc1 | 786-0: 95
# COc1ccc2[nH]cc(-c3nc(-c4cn(C)c5c(Cl)nccc45)cs3)c2c1 | SN12C: 63
# Cc1cc(=O)[nH]c(NN=C2CCCC2)n1 | UO-31: 91
# CC(=O)N[C@H](C(=O)N[C@H](Cc1ccccc1)C(=O)N[C@H](CS)C(=O)N[C@H](CCCN=C(N)N)C(=O)N[C@H](CCCN=C(N)N)C(=O)N[C@H](CCCN=C(N)N)C(=O)N[C@H](CCCN=C(N)N)C(=O)N[C@H](CCCN=C(N)N)C(=O)N[C@H](CCCN=C(N)N)C(N)=O)[C@@H](C)O | SK-OV-3: 121

# Additional records:
smiles	SN12C	OVCAR-5	UO-31	IGROV1	TK-10	786-0	OVCAR-4	SK-OV-3
C=CCNC(=S)n1nc(SC)c(C(=O)OCC)c1N	102	107	86	105	103	107	111	80
Cc1ccc(NS(=O)(=O)c2ccc(N)cc2)cc1NS(=O)(=O)c1ccc(N)cc1	103	100	86	96	112	102	103	110
O=C(O)c1ccc(N/N=C/c2cn(-c3ccc(C(=O)O)cc3)nc2-c2cc3ccccc3oc2=O)cc1	89	88	79	87	111	99	106	95
COC(=O)/C=C/c1cn(Cc2ccccc2)c2ccc(Br)cc12	104	87	65	105	87	88	66	90
CC/C(=N/NC(N)=O)c1ccc([N+](=O)[O-])o1	100	103	92	103	95	95	93	91
ClC1(Cl)CC1c1ccccc1 (stereo not given)	101	97	x	134	111	x	110	110
Cc1cc(C(=O)CC(=O)C(F)(F)C(F)(F)C(F)(F)F)c(C)s1	98	102	96	119	116	99	104	104
Cc1ncccc1CNc1nc2ccc(OC/C(=C\F)CN)cc2o1	92	95	89	101	104	89	105	98
Cc1[nH]c2ccccc2c1C1Cc2ccccc2N1C(=O)/C=C/c1ccccc1 (stereo not given)	91	89	67	92	92	80	88	65
O=C(Nc1nc(-c2ccccc2)cs1)c1cc(-c2ccc(Br)cc2)nc2ccccc12	55	82	17	59	63	65	58	52
COC(=O)C1=Nc2ccc(F)cc2/C1=C\c1sc(N)nc1O	97	114	63	79	142	88	97	99
OCCS	107	104	98	110	85	94	101	101
COc1ccc(OC)c(/C=C/C(=O)c2c(C)nc3ccccc3c2/C=C/c2ccc(C)cc2)c1	71	100	59	50	129	x	68	85
O=C1C(=Cc2cccc(Br)c2)C(=O)c2ccccc21	98	101	84	107	125	104	111	93
Cc1ccc(/C(CS(=O)(=O)c2ccc(C)cc2)=N\O)cc1	89	91	93	102	83	102	96	112
O=S(=O)(C/C(=N/O)c1ccc(-c2ccccc2)cc1)c1ccccc1	92	95	91	114	89	98	89	120
Cc1c2cc[nH]c(=O)c2c(C)c2c1[nH]c1cc(OCCN3CCN(C)CC3)ccc12	21	16	2.3*	20	28	21	-1.7*	-1.6*
N#Cc1c(NC(=O)NCc2ccc(Br)cc2)sc2c1CCCC2	99	108	85	104	104	98	97	126
O=C(/C=C/c1cccc(Cl)c1)OCc1ccc2cc1OCC#C/C=C\C#CCO2	96	108	80	92	122	100	96	105
Cc1ccc(CSC2=C(Cl)CN(c3ccc(Cl)cc3)C2=O)cc1	104	106	79	115	115	105	107	117
COc1ccc(Nc2nnc(-c3ccc(OC)cc3)o2)cc1	102	105	97	97	99	96	97	105
Nc1c(Cl)cc2c(c1Br)C(=O)c1ccccc1C2=O	87	99	63	72	108	105	106	84
Nc1nc(N)c2cc(S(=O)(=O)c3ccc4ccccc4c3)ccc2n1	38	56	45	26	51	23	35	51
CC(O)COc1ccc(C(C)(C)C)cc1 (stereo not given)	100	97	95	110	92	98	113	102
COc1ccc(Nc2ncnc3c2c(SC)nn3-c2ccccc2)cc1	84	97	77	88	117	94	73	109
C=C1C(=O)O[C@H]2[C@H]1CC/C(COC(=O)/C=C\C(=O)O)=C\CC[C@@]1(C)O[C@@H]21	99	94	85	107	106	109	113	x
O=C(O)Cc1sc(=O)[nH]c1O	104&100	96&98	84&85	108&109	106&110	99&103	86&106	108&105
O=S(=O)(O)c1nc2ncncc2[nH]1	101	108	86	104	91	98	108	101
O=c1[nH]c(CNc2ccc(S(=O)(=O)Nc3ncccn3)cc2)nc2ccccc12	101	88	78	105	x	97	92	99
C=C(C)[C@@H]1CC[C@]2(C)[C@H](CCN[C@H]3[C@@H]4CC(C)(C)CC[C@]4(CO)CC[C@]32C)[C@@]1(C)CCCN	105	100	98	111	101	95	96	102
O=C(Oc1ccccc1)N1CCCCC1	96	108	89	109	108	106	108	105
CC(C)=CCC/C(C)=C/CCc1ccc2c(c1)C(=O)c1ccccc1C2=O	97	89	68	95	131	97	82	100

# 2 of these compounds, set out differently:
COc1ccc(Nc2ncnc3c2c(SC)nn3-c2ccccc2)cc1
  SN12C: 84 | OVCAR-5: 97 | UO-31: 77 | IGROV1: 88 | TK-10: 117 | 786-0: 94 | OVCAR-4: 73 | SK-OV-3: 109

CC(C)=CCC/C(C)=C/CCc1ccc2c(c1)C(=O)c1ccccc1C2=O
  SN12C: 97 | OVCAR-5: 89 | UO-31: 68 | IGROV1: 95 | TK-10: 131 | 786-0: 97 | OVCAR-4: 82 | SK-OV-3: 100

# Further compounds follow:
smiles	SN12C	OVCAR-5	UO-31	IGROV1	TK-10	786-0	OVCAR-4	SK-OV-3
Cc1ccc(-c2nc(S(=O)(=O)c3ccc(C)cc3)c(S(=O)(=O)c3ccc(C)cc3)o2)cc1	104	100	92	111	102	105	108	97
CCCCCCCCN(CCCCCCCC)C(=O)c1cccc(C)c1	99	98	82	84	x	96	89	95
O=C(CCCCCCC(=O)ON1C(=O)CCC1=O)ON1C(=O)CCC1=O	86	127	87	115	105	105	102	103
COc1cc(CSc2nc3ccc(C)cc3c(=O)n2-c2ccccc2)cc(OC)c1OC	37	46	24	33	62	38	57	14
N#Cc1c(-c2cccc3ccccc23)nc(NCCO)[nH]c1=O	101	102	93	98	82	105	103	93
CCN(CC)CCN1C(=O)c2cccc3c(/C=C/CN4C(=O)c5cccc6cccc(c56)C4=O)ccc(c23)C1=O	96	94	82	90	129	-9.4*	102	112
Cc1ccc(NC(=O)Cn2c(-c3nonc3NC(=O)c3ccc(F)cc3)nc3ccccc32)cc1F	77	94	82	92	54	55	15	59
Cc1cc(-c2noc(C(F)(F)F)n2)ccc1N1CCN(c2cc(C(=O)N(C)C)no2)CC1	83	102	63	92	81	80	65	x
Cc1ccccc1C1CC(c2cccc(OCCCCOc3cccc(C4=NOC(c5ccccc5C)C4)c3)c2)=NO1 (stereo not given)	80	91	48	71	62	74	24	97
O=C1/C(=C/c2ccccc2O)CC/C1=C\c1ccccc1O	28	126	46	32	160	54	63	102
COc1cc(O)cc(C(=O)c2ccccc2)c1S(=O)(=O)O	108	94	91	115	116	114	106	110
COc1ccc(NC2=CC(=O)C(C)=C(C)C2=O)cc1OC	95	108	98	104	158	106	42	x
CC1SC(N)=NC1=O (stereo not given)	120	86	92	108	108	95	117	115
CCn1c(/C(C#N)=C/c2c(Cl)cncc2Cl)nc2ccccc21	88	95	68	69	70	93	74	105
O=C(O)C1CCC2CCCC21 (stereo not given)	100	105	97	x	101	99	94	100
COc1cc(CNC(=O)Cc2ccccc2)ccc1OCC(=O)NO	98	103	78	98	114	102	107	98
CC(O)C(=O)Nc1ccccc1Cl (stereo not given)	96	x	112	x	124	86	x	116
CCCCCCNCc1cc(C(C)(C)C)cc(CNCCCCCC)c1O	-42*	-70*	-81*	-78*	-80*	-91*	-95*	-91*
CC1(C)OC(=O)N(CO)C1=O	104	102	99	100	93	99	105	91
O=C1c2c[n+](Cc3ccccc3)ccc2-c2nc3ccccc3c3ccnc1c23	-74*	-11*	-22*	-46*	-20*	-5.8*	-39*	-13*
C=C(C)[C@@H]1CC=C2c3sc(-c4ccc(F)cc4)nc3C[C@@H](C)[C@]2(C)C1	103	96	79	96	159	104	100	107
CC(C)=NNc1ccccn1	45	54	29	63	39	62	12	26
Cc1c(C(=O)C(SC(=S)N(C)C)SC(=S)N(C)C)nnn1-c1ccc([N+](=O)[O-])cc1	93	95	81	78	89	98	113	95
CC1=CC(C)C(C(=O)O)C(C(=O)O)C1 (stereo not given)	105	109	x	119	109	x	116	99
CC(C)CC1(C2CCCC2)NC(=O)NC1=O (stereo not given)	94	106	89	106	97	102	x	105
COc1cc2oc(-c3cccc(C(=O)Nc4ccc(Cl)cc4)c3)cc(=O)c2c(OCCNC(=O)[C@H](Cc2ccccc2)NC(=O)OC(C)(C)C)c1OC	99	106	95	104	98	98	108	125
Cc1[nH]c(-c2nc3ccccc3[nH]2)c(C)c1C(=O)N1CCCCC1	95	90	89	111	111	105	106	x
N#Cc1ccc(C(=O)C[n+]2cccc3ccccc32)cc1	92	103	82	85	116	104	98	99
COC1=CC(c2ccc[nH]2)=N/C1=C\c1[nH]c(C)c(C(=O)CCC(=O)NCCSSCCNC(=O)CC[C@H](NC(=O)c2ccc(NCc3cnc4nc(N)[nH]c(=O)c4n3)cc2)C(=O)O)c1C	95	85	92	93	101	107	95	111
O=C(N=Nc1c(O)[nH]c2ccccc12)c1cc(-c2ccccc2)on1	96	100	85	104	123	104	104	116
C#CCOc1ccc2ncnc(Nc3cccc(CNC(=O)C=C)c3)c2c1	95[8.25 µM]	100[8.25 µM]	82[8.25 µM]	89[8.25 µM]	91[8.25 µM]	93[8.25 µM]	92[8.25 µM]	107[8.25 µM]
Cc1c(NCC(=O)Nc2nc3ccccc3[nH]2)c(=O)n(-c2ccccc2)n1C	99	93	81	102	117	104	88	106

# 4 entries from above, ordered by molecular weight, falling:
smiles	SN12C	OVCAR-5	UO-31	IGROV1	TK-10	786-0	OVCAR-4	SK-OV-3
COc1cc2oc(-c3cccc(C(=O)Nc4ccc(Cl)cc4)c3)cc(=O)c2c(OCCNC(=O)[C@H](Cc2ccccc2)NC(=O)OC(C)(C)C)c1OC	99	106	95	104	98	98	108	125
Cc1c(NCC(=O)Nc2nc3ccccc3[nH]2)c(=O)n(-c2ccccc2)n1C	99	93	81	102	117	104	88	106
Cc1[nH]c(-c2nc3ccccc3[nH]2)c(C)c1C(=O)N1CCCCC1	95	90	89	111	111	105	106	x
N#Cc1ccc(C(=O)C[n+]2cccc3ccccc32)cc1	92	103	82	85	116	104	98	99

# (listing goes on)
smiles	SN12C	OVCAR-5	UO-31	IGROV1	TK-10	786-0	OVCAR-4	SK-OV-3
NNC(=O)C(CO)c1ccccc1 (stereo not given)	100	95	89	105	92	104	110	116
CCCCCCCCC1OC1CCCCCCCCO (stereo not given)	99	110	82	112	97	114	106	117
COc1ccc(C2CC(=O)Nc3c2cnn3Cc2ccco2)cc1 (stereo not given)	103	92	93	100	96	101	92	111
CC12CCC3C4CCC(=O)C=C4CC(F)CC3C1CCC2O (stereo not given)	96	107	84	94	115	104	97	109
CC(=O)OCC1OC(n2ccc(N)nc2=O)C(OC(C)=O)C1OC(C)=O (stereo not given)	105	100	90	67	106	96	114	99
Nc1[nH]nc2ncn3c4ccccc4nc3c12	92	104	86	89	103	106	92	92
C/C(=N\n1c(N)nc2n[nH]c(N)c2c1=O)c1ccccc1	101	109	93	102	124	105	114	105

# Bioassay records (PubChem)
